Assay outcomes: PubChem, National Center for Advancing Translational Sciences (NCATS)
USP1 inh: USP1/UAF1 (human) deubiquitinase inhibition | Potency, µM (series often up to 57.1 µM), for inactives: at the top dose activity change, negative = inhibition, usual class: inhibitors | recombinant USP1/UAF1, Ub-Rhodamine cleavage fluorescence | actives 0.23% (n = 390,000) | AID 743255; also: potency is read from the fitted curve at half-maximal effect; % is scaled to controls: 0 for no effect and ±100 for the full control effect; nearly all actives have a fitted effect of over 60% in size; inactives centre near -12
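USP1/UAF1 complex (1 nM) preincubated 15 min at room temperature with compound, then Ub-Rho substrate (150 nM final) added. Kinetic fluorescence at 480/540 nm over 6 reads at 60 s intervals; 50 mM HEPES pH 7.8, 0.5 mM EDTA, 0.1 mg/ml BSA, 1 mM TCEP, 0.01% Tween-20.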
Vif-APOBEC3F blk: blocks the Vif interaction with APOBEC3F; HeLa A3F-eYFP + Vif (tagged APOBEC3F with the HIV-1 protein that degrades it), YFP fluorescence increase; Potency, µM (top dose mostly 46.1 µM), for inactives: at the highest dose activity, negative = active; actives 0.2% (n = 390,000); AID 602313; also: potency is read from the fitted curve at half-maximal effect; % of control where 0% means no effect; nearly all actives have a fitted effect of over 65% in size
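HeLa cells stably expressing Vif plus C-terminally eYFP-tagged A3F were seeded, incubated overnight at 37 deg C, dosed with compound, incubated overnight again at 37 deg C. Yellow fluorescence (Ex 488/Em 500-530) reported blocked Vif-mediated A3F-eYFP degradation.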
RGS4 inhibitor: inhibitors of human regulator of G protein signaling 4 | P49798 | Transcreener GDP fluorescence polarization, RGS4-accelerated GTP hydrolysis | Potency, µM (titrated, usually from 114 µM), for inactives: at the highest dose activity change, negative = inhibition, usual class: inhibitors | actives 0.039% (n = 390,000) | AID 504845; also: potency is read from the fitted curve at half-maximal effect; % is scaled to controls: 0 for no effect and ±100 for the full control effect; nearly all actives have a fitted effect of over 75% in size; some results filed as inactive show a strong effect at the top dose
Target sequence (P49798 whole entry, looked up): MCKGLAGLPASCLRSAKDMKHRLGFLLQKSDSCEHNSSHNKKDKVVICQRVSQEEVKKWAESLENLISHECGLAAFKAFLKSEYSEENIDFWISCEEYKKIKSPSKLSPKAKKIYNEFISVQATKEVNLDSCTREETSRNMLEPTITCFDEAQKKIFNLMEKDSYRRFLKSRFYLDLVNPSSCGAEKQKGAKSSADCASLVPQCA
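MLSMR compounds (23 nl, pin-transferred) preincubated 10 min at room temperature with a 500nM (2x) first reagent, then RGS4 at 900nM (2x) plus Transcreener GDP mix added; fluorescence polarization (620/688 nm) read before and after 90 min at 30 °C.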
TrxR1 substrate: substrates of rat thioredoxin reductase 1; AID 588456; O89049; actives 0.01% (n = 390,000); purified TrxR1 substrate turnover, NADPH consumption readout; Potency, µM (series often up to 114 µM), for inactives: top-dose activity change, negative = substrate turnover; also: potency is read from the fitted curve at half-maximal effect; % is scaled to controls: 0 for no effect and ±100 for the full control effect; nearly all actives have a fitted effect of over 50% in size
Target sequence (O89049 whole entry, looked up): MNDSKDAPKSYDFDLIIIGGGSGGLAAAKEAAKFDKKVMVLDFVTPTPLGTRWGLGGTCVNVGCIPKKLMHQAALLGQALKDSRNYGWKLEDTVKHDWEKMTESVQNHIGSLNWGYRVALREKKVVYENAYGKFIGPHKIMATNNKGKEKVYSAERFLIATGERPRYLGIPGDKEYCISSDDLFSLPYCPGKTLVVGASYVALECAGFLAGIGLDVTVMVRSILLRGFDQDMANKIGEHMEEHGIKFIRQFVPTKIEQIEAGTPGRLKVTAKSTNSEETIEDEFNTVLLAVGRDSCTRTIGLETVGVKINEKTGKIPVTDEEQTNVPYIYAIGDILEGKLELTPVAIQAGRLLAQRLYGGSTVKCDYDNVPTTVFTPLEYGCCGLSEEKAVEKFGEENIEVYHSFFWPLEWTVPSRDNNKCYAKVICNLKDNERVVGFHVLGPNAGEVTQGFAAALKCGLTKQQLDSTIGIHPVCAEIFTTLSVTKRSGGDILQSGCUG
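Rat TrxR1, dispensed at 90 nM, was prereduced with 400 uM NADPH (final) for 5 min at ~22 deg C, then incubated with compound 15 min before 400 uM selenite. A first-read NADPH fluorescence drop versus no-compound background flagged substrates.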
Vif-A3G inh: Vif-A3G binding inhibition; Potency, µM (titrated, usually from 46.1 µM), for inactives: top-dose activity, negative = active, hits mostly inhibitors; HeLa A3G-eYFP + Vif (tagged APOBEC3G with the HIV-1 protein that degrades it), YFP fluorescence, overnight; actives 0.076% (n = 410,000); AID 602310; Q9HC16;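 also: potency is read from the fitted curve at half-maximal effect; % is scaled to controls: 0 for no effect and ±100 for the full control effect; nearly all actives have a fitted effect of over 60% in size; hits raise eYFP signal because A3G escapes Vif-driven loss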
Target sequence (Q9HC16 whole entry, looked up): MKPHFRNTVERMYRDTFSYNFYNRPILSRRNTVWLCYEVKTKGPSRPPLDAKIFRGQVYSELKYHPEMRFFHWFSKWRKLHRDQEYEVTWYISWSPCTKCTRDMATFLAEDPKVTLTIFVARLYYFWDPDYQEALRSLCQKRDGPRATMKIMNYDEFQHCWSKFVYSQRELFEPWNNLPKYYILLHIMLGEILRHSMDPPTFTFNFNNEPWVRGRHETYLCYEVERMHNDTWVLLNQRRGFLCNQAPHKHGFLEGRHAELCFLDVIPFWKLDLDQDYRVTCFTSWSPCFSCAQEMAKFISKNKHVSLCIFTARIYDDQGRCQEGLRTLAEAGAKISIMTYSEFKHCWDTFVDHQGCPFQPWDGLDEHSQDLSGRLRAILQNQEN
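Read-out is eYFP fluorescence (Ex 488/Em 500-530) from Vif-expressing HeLa A3G-eYFP cells; more signal means A3G escaped Vif-mediated degradation. Cells plated overnight, compound pinned in, incubated overnight at 37 deg C.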
TrxR1 inh: blocks rat thioredoxin reductase 1. O89049. recombinant rTrxR1, NADPH fluorescence consumption, selenite substrate. Potency, µM (top dose mostly 114 µM), for inactives: at the top dose activity change, negative = inhibition, actives largely listed as inhibitors. actives 1% (n = 390,000). AID 588453; also: potency is read from the fitted curve at half-maximal effect; % is scaled to controls: 0 for no effect and ±100 for the full control effect; nearly all actives have a fitted effect of over 65% in size
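Rat TrxR1 (90 nM in the dispensed reagent) was pre-reduced with 400 uM NADPH for 5 min at room temperature, then incubated with compound for 15 min. After 400 uM selenite was added, NADPH fluorescence (Ex 340/Em 450 nm) was followed for 8 min.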
LDHA block: blocks human lactate dehydrogenase A; P00338; purified LDHA, NADH/diaphorase-resazurin fluorescence; active compounds read low; activity change, % (values are at about 110 or 230 µM); actives 0.15% (n = 480,000); in the data active = activity change below about -30%; inconclusive = mostly about -25% to -30%;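 also: plate controls were DMSO wells for no effect and wells without enzyme for full effect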
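Enzyme activity of human lactate dehydrogenase 5 (2 nM; 0.06 mM NADH, 0.2 mM pyruvate, 5 min, RT) is measured via a resazurin/diaphorase fluorescence readout of residual NADH.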
GRP78 ERSR act: induces the endoplasmic reticulum stress response in human glioma cells; U87-MG GRP78 promoter luciferase reporter, 16 h; Potency, µM, without a hit: top-dose activation, usual class: activators; actives 0.02% (n = 420,000); AID 602332; also: potency is read from the fitted curve at half-maximal effect; series mostly up to about 76 µM; % of control where 0% means no effect; nearly all actives have a fitted effect of over 35% in size
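Stably transfected U87-MG glioma cells carrying a GRP78-based luciferase sensor; 16 h compound incubation. Luminescence end-point read 10 min after Bright-Glo addition at room temperature.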
IDH1 R132H inh: human IDH1 R132H inhibition. Potency, µM (series often up to 76.6 µM), for inactives: at the highest dose activity change, negative = inhibition, usual class: inhibitors. IDH1-R132H enzyme, NADPH consumption, diaphorase/resazurin fluorescence. AID 602179. actives 0.093% (n = 390,000). O75874; also: potency is read from the fitted curve at half-maximal effect; % is scaled to controls: 0 for no effect and ±100 for the full control effect; nearly all actives have a fitted effect of over 65% in size
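IDH1-R132H (0.5 ug/mL dispensed) in pH 7.5 Tris buffer was preincubated 30 min with compound, then given a substrate mix of 0.016 mM NADPH and 2 mM alpha-KG for 80 min at room temperature; remaining NADPH was read by diaphorase/resazurin fluorescence.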
Active calls of the source: *; ? = inconclusive; / = not tested or not shown; & = joins results of further samples; [ ] = dose if it differs, or a comment. Unless noted, calls follow the shape of the dose curve; as a rule, active = well fitted curve in the direction sought with a large enough effect; inconclusive = small, poorly fitted or top-dose-only effect, or another doubt; inactive = no such curve, though single readings can be large; an effect the other way counts as inactive or inconclusive. The list is partial; count on the stated rates, not on these rows.

SMILES	USP1 inh	Vif-APOBEC3F blk	RGS4 inhibitor	TrxR1 substrate	Vif-A3G inh	TrxR1 inh	LDHA block	GRP78 ERSR act	IDH1 R132H inh
O=C(NCc1ccc(F)cc1)C1(c2cccs2)CCOCC1	8%&3%	5%&3%	0%&5%	-11%[57.1 µM]	1%&2%	1%[57.1 µM]	-10&-5	-3%&-2%	8%&7%
CC(C)COP(=O)(OCC(C)C)C(Nc1ccccc1)c1ccc2c(c1)OCO2 (stereo not drawn)	-25%	4%	3%	-14%	-2%	-4%	3	-3%	4%
CCN(CC)CCCNC(=O)c1cc2c(=O)n(CC)c3ccccc3c2s1	-21%	-19%	4%	62%[activator]	2%	6%	1	1%	1%
O=C1CCN(CCc2ccccc2)CCN1C(CSc1ccc(Br)cc1)Cc1ccccc1 (stereo not drawn)	/	/	-1%	-1%	-1%	-1%	/	-5%	/
CC(C)c1nc(SCC(=O)Nc2cccc(C(=O)O)c2)c2c3c(sc2n1)CCCC3	-23%	-11%	-22%	-9%[57.1 µM]	1%	14%[57.1 µM]	-5	5%	-13%
O=S(=O)(NCC1CCCO1)c1ccc2oc3ccc(S(=O)(=O)NCC4CCCO4)cc3c2c1 (stereo not drawn)	-6%	-3%	-10%	-7%	2%	17%	-5	-5%	1%
Nc1c(C(=O)Nc2ccc3c(c2)OCCO3)nnn1CCc1ccccc1	-10%	0%	10%	-4%	-14%	29%	-5	-1%	-1%
COc1cccc(/C=C/c2ccc3cccc(O)c3n2)c1OC	-21%	-10%	-1%	-7%[57.1 µM]	-7%	6%[2.29 µM]	3&0	?	-3%
Cc1cc(C)cc(SCc2noc(C(=O)NCCCN3CCOCC3)c2C(=O)NCCCN2CCOCC2)c1	15%	0%	9%	11%[57.1 µM]	6%	26%[57.1 µM]	-3	-4%	-6%
Cc1ccc(/C=C/C(=O)NC(C)c2ccccc2)cc1 (stereo not drawn)	-2%	-16%	10%	-11%	0%	-9%	-6	4%	6%
COc1ccc(CCNC(=O)CSc2nc(=O)[nH]c3c2CCC3)cc1OC	-20%	8%	-7%	3%[57.1 µM]	1%	5%[57.1 µM]	-2	-6%	0%
CCC(CC)C(=O)NCCc1cc2c(C)ccc(C)c2[nH]c1=O	-10%	-3%	-7%	6%	-3%	8%	-7	0%	3%
COc1cccc(-c2nnc(NC(=O)c3ccccc3Br)o2)c1	-10%	?	4%	4%	0%	26%	-2	8%	9%
CCOC(=O)/C(C#N)=C/c1c(N2CCN(C)CC2)nc2c(C)cccn2c1=O	?	7%	-22%	2%	1%	14%	-2	-1%	29%
Cc1ccc(Cc2c(-c3ccccc3)nc3ccc(Cl)cn23)cc1	?	-16%	/	/	-12%	/	-1	3%	3%
Cc1cc2c(=O)n(CC(=O)N3CCN(c4ccccc4)CC3)cnc2s1	-10%	-8%	-18%	-2%[57.1 µM]	0%	9%[57.1 µM]	-2	-5%	6%
Cc1c(C2=CCN(S(=O)(=O)c3ccc(CC(C)C)cc3)CC2)c2ccccc2n1CC(=O)N1CCCC1	?	0%	2%	-9%	2%	-21%	4	0%	11%
COc1ccc(NC(=O)c2cc(-c3ccco3)nc3ccccc23)cc1	-2%	3%	-12%	-1%[57.1 µM]	0%	-1%[57.1 µM]	-2&4	-6%	2%
NC(=O)c1ccsc1NC(=O)COC(=O)CSc1ccc(Cl)cc1	-15%	?	-12%	4%[57.1 µM]	1%	13%[57.1 µM]	-3	-4%	5%
Cc1nc(CS(=O)(=O)c2ccc(Cl)cc2)cc(Sc2ccccc2Cl)n1	-2%	-4%	2%	-6%	0%	1%	-2	-2%	5%
O=C(O)c1[nH]c2ccc(Cl)cc2c1CC(=O)N1CCN(c2ccccc2)CC1	-9%	-5%	?	-1%	-1%	0%	-9	2%	4%
CCn1c(Cc2ccccc2)nnc1SCC(=O)OC(C)C	-5%	2%	-16%	8%[57.1 µM]	3%	0%[57.1 µM]	-1	1%	4%
O=c1cc(-c2ccccc2)n2c(SCc3ccc(F)cc3)nnc2[nH]1	-7%	-9%	-34%	9%[57.1 µM]	6%	6%[57.1 µM]	1	-5%	5%
C=C[C@H]1[C@H](O[C@@H]2O[C@H](CO)[C@@H](O)[C@H](O)[C@H]2O)OC=C2C(=O)OCC[C@]21O	-27%	-2%	3%	5%	0%	21%	6	0%	4%
COc1ccc(S(=O)(=O)N(C)C)cc1NCC(=O)Nc1ccc(F)cc1F	-15%	-7%	-27%	-21%[57.1 µM]	0%	18%	-3	2%	7%
Cc1cccc(C)c1NC(=S)N/N=C/c1ccc(OCCC(C)C)cc1	-15%	5%	-8%	-24%	0%	-30%	0	1%	-1%
CN(CC(N)=O)S(=O)(=O)c1ccc(F)cc1	-5%	1%	12%	12%	0%	9%	2	0%	11%
CC1CCCN(Cc2csc(N)n2)C1 (stereo not drawn)	-14%	19%	17%	2%	3%	15%	-2	-3%	10%
CC1CCc2c(sc(NC(=O)c3ccc(Cn4cc(Br)cn4)o3)c2C(N)=O)C1 (stereo not drawn)	-5%	-8%	-11%	26%	1%	10%	2	3%	2%
CC(C)c1cc(-c2nc(-c3cccc(Cl)c3)no2)n[nH]1	8%	0%	11%	-7%[57.1 µM]	-11%	4%[57.1 µM]	-6	-5%	1%

Quoted from the listing.
For TrxR1 inh, CC1CCCN(Cc2csc(N)n2)C1 (stereo not drawn) reads 15%
For Vif-A3G inh, COc1ccc(S(=O)(=O)N(C)C)cc1NCC(=O)Nc1ccc(F)cc1F reads 0%

Next part:
SMILES	USP1 inh	Vif-APOBEC3F blk	RGS4 inhibitor	TrxR1 substrate	Vif-A3G inh	TrxR1 inh	LDHA block	GRP78 ERSR act	IDH1 R132H inh
Nc1c(C(=O)c2ccccc2)sc(Nc2ccc(Cl)c(Cl)c2)c1C(=O)Nc1ccccc1	?	-13%	-51%	-1%[57.1 µM]	-2%	3%[57.1 µM]	-8	-3%	?
CCCCNC(=O)c1onc(CSc2cccc3ccccc23)c1C(=O)O	?	5%	-6%	3%[57.1 µM]	-14%	16%[57.1 µM]	-2	-3%	-22%
COc1ccc(C2CC(O)(c3ccccc3)Oc3cc(OC)ccc32)cc1 (stereo not drawn)	-21%	-3%	-1%&4%	-15%&-4%	-9%&-6%	-4%&2%	-2	-3%&1%	-5%
S=c1nc(-c2ccccc2)n(CCCN2CCOCC2)c2c1CCCC2	-3%	-13%	-14%	6%	-3%	?	10	2%	-6%
CC(C)c1ccc(S(=O)(=O)c2nnn3c2nc(NCCc2ccccc2)c2sccc23)cc1	?	7%	8%	14%	-2%	28%	-10	-4%	22%
Cn1c(=O)oc2cc(S(=O)(=O)N3CCCC3)ccc21	-6%	3%	7%	1%[57.1 µM]	1%	-3%[57.1 µM]	-2	-6%	4%
Cc1ccc(OCCC(=O)O)cc1	0%	0%	18%	-2%	-4%	11%	-6	-1%	0%
O=C(Nc1ccc(S(=O)(=O)Nc2cnc3ccccc3n2)cc1)c1ccc(Br)o1	-5%	-3%	10%	15%	0%	?	-13	0%	-2%
COc1ccc(NC(=O)CSc2nc(C)cc(C)n2)cc1	2%	-3%	26%	-8%	-6%	-5%	-7	0%	-1%
Cc1cc(C)cc(OCC(=O)Nc2ccc3c4c(cccc24)CC3)c1	-5%	0%	6%[11.4 µM]	17%	-8%	14%[57.1 µM]	-2	-4%	6%
CCN(CC)C(=O)CSc1nc2ccsc2c(=O)n1Cc1ccccc1Cl	-12%	-1%	15%	4%[57.1 µM]	-5%	22%[57.1 µM]	-5	2%	8%
O=C(O)C1C2CC(C(Br)C2Br)C1C(=O)O (stereo not drawn)	-16%	5%	-4%	3%	1%	17%	-3	0%	1%
O=C(O)/C=C/C(=O)NCCc1ccccc1	-11%	14%	-3%	-3%	-1%	9%	-7	1%	9%
Cc1[nH]c(C)c(S(=O)(=O)NCc2ccc(OC(C)C)cc2)c1C(=O)N1CCCC1	-4%	-7%	23%[56.9 µM]	-7%	2%	-8%	-2	-2%	-20%
O=C1C2=C(c3ccccc31)[N+](=O)C1CCCCC1N2[O-] (stereo not drawn)	?	2%	-7%	-2%[57.1 µM]	0%	16%[57.1 µM]	25	-1%	11%
O=C1C2C(c3ccccc3)CC=CC2[C@H](c2ccc(C(F)(F)F)cc2)N1Cc1ccccc1 (stereo partly drawn)	-29%	?	1%	5%[57.1 µM]	-3%	7%[57.1 µM]	2	4%	10%
CSCCC(NC(=O)c1ccccc1Br)C(=O)NCC(c1ccco1)N1CCCCC1 (stereo not drawn)	-11%	-8%	7%	-4%	1%	-7%	-9	4%	-4%
COC(=O)Cn1cc(C(=O)c2ccco2)c2ccccc21	-14%	-2%	7%	-1%	-7%	-3%	-11	-2%	3%
Cc1ccsc1/C=N\NC(=O)CC(=O)NCc1ccccc1	4%	-10%	-21%	2%[57.1 µM]	-2%	5%[57.1 µM]	-1	1%	23%
CC(C)(C)c1nc2sc3c(c2c(=O)o1)CCCC3	-6%	9%	-25%	-1%	1%	-3%	-3	0%	9%
